RGS4 block – RGS4 inhibitors, primary screen, cell-based, HEK293 M3R inducible RGS4, calcium flux. Fluo-4 calcium flux; stronger effect = higher value; triggered by carbachol at its EC20. B-score at 10 µM. 310,000 compounds, 0.45% hits. AID 463165, 2010;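 active = B-score, a plate-corrected calcium signal, over three deviations above library mean, with baseline fluorescence within five deviations of library mean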;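 note: RGS4 expression induced by doxycycline in cells with stable M3 receptor; B-score is computed from the integrated fluorescence ratio over baseline after carbachol; higher B-score means a larger calcium signal and so more RGS4 inhibition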
Target sequence (P49798 whole entry, looked up): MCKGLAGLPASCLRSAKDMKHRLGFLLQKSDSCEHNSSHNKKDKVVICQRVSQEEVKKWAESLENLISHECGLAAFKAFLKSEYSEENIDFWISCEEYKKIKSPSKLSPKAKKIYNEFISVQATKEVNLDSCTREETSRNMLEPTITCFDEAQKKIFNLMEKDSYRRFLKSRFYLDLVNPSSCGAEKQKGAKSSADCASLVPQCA
TRPC4 act – activators of mouse TRPC4 channel, primary screen, Fluo4 calcium, HEK293 TRPC4beta/mu-opioid cells; 310,000 compounds, 0.49% hits; Short transient receptor potential channel 4 (Mus musculus), Q9QUQ5; B-score at 10 µM; Fluo4 calcium fluorescence; stronger effect = higher value;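 active = B-score above 5 SD of library B-scores, and initial fluorescence ratio not above library mean plus 5 SD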;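 note: positive B-score marks a calcium rise read as TRPC4 activation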
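System – HEK293 cells stably co-expressing mouse TRPC4beta and mu-opioid receptor · Signal – Fluo4 calcium-sensitive dye fluorescence, kinetic, 1 Hz baseline · Benchmarks – buffer (low) and maximal DAMGO (high) · Read-out – B score of integrated fluorescence ratio per well · Incubation – dye loading 45 min room temperature, 110 s kinetic read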
TRPC6 inhibitor – mouse TRPC6 channel inhibitors, primary screen, cell-based, HEK293, membrane potential dye | ACh-evoked depolarization; stronger effect = lower value | B-score at 10 µM | 310,000 compounds, 1.1% hits | AID 2553, 2010;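 active = B-score under library mean minus 3 SD, initial fluorescence not abnormally high, positive integrated signal ratio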;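 note: B-score derived from integrated fluorescence ratio over the kinetic read; more negative B-score means stronger inhibition of depolarization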
Target sequence (Q61143 whole entry, looked up): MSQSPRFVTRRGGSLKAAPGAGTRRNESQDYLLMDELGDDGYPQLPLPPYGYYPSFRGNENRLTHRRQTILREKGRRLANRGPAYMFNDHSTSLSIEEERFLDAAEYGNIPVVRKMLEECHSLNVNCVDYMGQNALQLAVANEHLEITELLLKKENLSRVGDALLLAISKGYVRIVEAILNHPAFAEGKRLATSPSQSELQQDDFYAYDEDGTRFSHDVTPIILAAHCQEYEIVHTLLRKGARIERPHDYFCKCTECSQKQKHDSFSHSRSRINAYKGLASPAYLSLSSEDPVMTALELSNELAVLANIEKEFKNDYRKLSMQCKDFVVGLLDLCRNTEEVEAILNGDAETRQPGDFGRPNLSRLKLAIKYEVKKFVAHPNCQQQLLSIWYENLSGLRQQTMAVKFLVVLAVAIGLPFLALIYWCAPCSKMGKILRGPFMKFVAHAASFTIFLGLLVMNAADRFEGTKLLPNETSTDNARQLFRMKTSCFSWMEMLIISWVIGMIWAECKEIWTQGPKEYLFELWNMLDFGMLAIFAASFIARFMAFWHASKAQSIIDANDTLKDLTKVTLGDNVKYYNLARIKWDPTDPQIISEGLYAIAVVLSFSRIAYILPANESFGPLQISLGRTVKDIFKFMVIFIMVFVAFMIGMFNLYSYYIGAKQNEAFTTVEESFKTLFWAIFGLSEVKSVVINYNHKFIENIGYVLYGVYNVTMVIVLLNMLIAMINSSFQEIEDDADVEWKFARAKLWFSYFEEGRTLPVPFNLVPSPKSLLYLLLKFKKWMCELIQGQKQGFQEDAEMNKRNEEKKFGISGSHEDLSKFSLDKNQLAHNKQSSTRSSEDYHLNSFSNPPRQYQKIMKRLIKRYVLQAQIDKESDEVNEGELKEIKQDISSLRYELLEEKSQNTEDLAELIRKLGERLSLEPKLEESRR
MrgX1 antagonist – antagonists of human MrgX1 receptor, primary screen, HEK293 cells, Fluo-4 calcium flux. Mas-related G-protein coupled receptor member X1 (Homo sapiens), Q96LB2. B-score at 10 µM. BAM8-22 antagonism; stronger effect = lower value. 310,000 compounds, 1.3% hits;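 active = calcium-response B-score plate-corrected more than 3 library SD below zero, starting fluorescence within 5 deviations, no agonist response on first addition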;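 note: peak minus trough fluorescence over baseline after final BAM8-22 challenge near maximal dose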
ANO1 block – TMEM16A chloride channel inhibitors, primary screen, cell-based, HTS; Anoctamin-1 (Mus musculus), Q8BHY3; HEK293 TMEM16A/YFP iodide influx fluorescence, ionomycin; normalized B-score (activity score, 25-100; higher = stronger inhibition) at 10 µM; 310,000 compounds, 1.2% hits; AID 588511, 2011;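 active = ratio plate-corrected score three or more library SD toward inhibition, starting fluorescence score within five deviations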;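 note: score derived from kinetic fluorescence span divided by baseline fluorescence per well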
MrgX1 agonist – agonists of human MrgX1 receptor, primary screen, HEK293 cells, Fluo-4 calcium flux; B-score at 10 µM; Fluo-4 calcium fluorescence, agonist mode; stronger effect = higher value; AID 588627, 2011; Mas-related G-protein coupled receptor member X1 (Homo sapiens), Q96LB2; 310,000 compounds, 0.44% hits;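 active = calcium response B-score plate-corrected fluorescence ratio at least 3 library SD, with starting fluorescence B-score inside 5 SD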
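Test system: HEK293 cells stably expressing human MrgX1 receptor; Input: fifteen thousand cells per well; Dosing: compound delivered in addition one of three; Schedule: overnight seeding, then 1 h dark dye loading; Technique: Fluo-4 NW calcium fluorescence; Measure: B-scored fluorescence response ratio; Controls: positive and negative controls per plate.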
MrgX1 PAM – positive allosteric modulators of MrgX1, primary screen, HEK293 cells, Fluo-4 calcium flux. Mas-related G-protein coupled receptor member X1 (Homo sapiens), Q96LB2. B-score at 10 µM. FDSS; stronger effect = higher value. 310,000 compounds, 0.63% hits;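 active = plate-corrected calcium response at least 3 library SD above typical, normal starting fluorescence, not activating the receptor alone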;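 note: compound read alongside a low EC10 to EC30 dose of BAM8-22 agonist; peak minus trough fluorescence over baseline measured at the second addition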
TRPC4 potent – positive allosteric modulators of TRPC4, primary screen, cell-based, mouse TRPC4beta, HEK293 mu-opioid, Fluo-4 calcium; Short transient receptor potential channel 4 (Mus musculus), Q9QUQ5; DAMGO EC20, Fluo-4 Ca2+ flux; stronger effect = higher value; B-score at 10 µM; 310,000 compounds, 0.42% hits; AID 2227, 2009;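 active = B-score of calcium response area above 5 SD of library B-scores, with initial fluorescence ratio within 5 SD of library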;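 note: B-score of integrated fluorescence ratio over time as area under calcium response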
TRPC6 activator – mouse TRPC6 channel activators, primary screen, cell-based, HEK293, membrane potential dye; HEK293-TRPC6 membrane potential dye fluorescence; stronger effect = higher value; B-score at 10 µM; 310,000 compounds, 0.13% hits; AID 2550, 2010;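 active = B-score of the integrated fluorescence ratio above library mean plus 3 SD, and starting fluorescence ratio within library mean plus 5 SD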;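 note: higher score means more depolarization so channel activation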
TRPC4 inh – inhibitors of mouse TRPC4 channel, primary screen, Fluo4 calcium, HEK293 TRPC4beta/mu-opioid cells. Short transient receptor potential channel 4 (Mus musculus), Q9QUQ5. DAMGO-evoked Fluo4 calcium flux; stronger effect = lower value. B-score at 10 µM. 300,000 compounds, 0.39% hits;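 active = B-score over 3 SD under the library average, no early fluorescence shift, positive overall ratio signal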
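Assay system: Stable TRPC4beta/mu-opioid receptor HEK293 cells | Reagent: DAMGO in two steps, submaximal then maximal | Compound dosing: Single concentration per test compound | Signal: Fluo4 Ca2+ flux fluorescence | Evaluation: Per-well B score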
TMEM16A act – TMEM16A chloride channel activators or potentiators, primary screen, cell-based, HTS; HEK293 TMEM16A/YFP-H148Q/I152L, iodide quench fluorescence; stronger effect = lower value; B-score at 10 µM; 340,000 compounds, 0.3% hits; AID 623877, 2012;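 active = fluorescence-ratio B-score plate-corrected deviation score at least 3 library SD below zero, with starting fluorescence score within 5 deviations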;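 note: channel opened by trigger with iodide after compound preincubation; score built on the fluorescence ratio of max minus min over baseline; more negative score means more quench and so TMEM16A activation or potentiation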
An asterisk follows results filed as active; i = inactive; nt = not tested or not shown.

SMILES | RGS4 block | TRPC4 act | TRPC6 inhibitor | MrgX1 antagonist | ANO1 block | MrgX1 agonist | MrgX1 PAM | TRPC4 potent | TRPC6 activator | TRPC4 inh | TMEM16A act
CCOc1ccccc1NC(=O)Cn1c(=O)sc2ccccc21 | i | i | i | i | i | i | i | i | i | i | i
N#Cc1ccsc1NC(=O)CCS(=O)(=O)c1ccccc1 | i | i | i | i | i | i | i | i | i | i | i
O=C(COC(=O)CC1CC2CCC1C2)Nc1cc([N+](=O)[O-])ccc1F (configuration not stated) | i | i | i | i | i | i | i | i | i | i | i
CCN(CC(=O)Nc1c(F)cccc1F)C(=O)CNC(=O)c1ccc(Br)o1 | i | i | i | i | i | i | i | i | i | i | i
COc1cccc(C=NCCCN=Cc2cccc(OC)c2O)c1O | i | i | i | i | i | i | i | i | i | i | i
COc1cc(C)c(Br)cc1S(=O)(=O)N1CCOCC1 | nt | nt | nt | i | i | i | i | nt | nt | nt | i
COc1ccc(CCNC(=O)C2CCCN(c3nn4c(=O)cc(C)nc4s3)C2)cc1OC (configuration not stated) | i | i | i | nt | nt | nt | nt | i | i | i | i
COCCCNc1nc(N)c([N+](=O)[O-])c(N2CCCCCC2)n1 | i | i | i | i | i | i | i | i | i | i | i
O=C(Nc1nc(-c2ccc3c(c2)Cc2ccccc2-3)cs1)c1ccccc1 | i | i | i | i | i | i | i | i | i | i | i
CCN1C(=O)NC(c2cccnc2)C(C(=O)OC)=C1C (configuration not stated) | i | i | i | i | i | i | i | i | i | i | i
O=C1C(Cl)=C(N2CCN(Cc3ccccc3)CC2)C(=O)N1Cc1ccccc1 | i | i | i | i | i | i | i | i | i | i | i
COc1ccc(OC)c(C(=O)COC(=O)c2c(OC)cccc2OC)c1 | i | i | i | i | i | i | i | i | i | i | i
O=C(CCN1CCN(C(=O)c2ccccc2)CC1)c1ccc(Br)cc1 | 6* | i | i | i | i | i | i | i | i | i | i
COc1ccc(CCNC(=O)c2ccc(NS(=O)(=O)c3ccc4[nH]c(=O)[nH]c4c3)cc2)cc1 | i | i | i | i | i | i | i | i | i | i | i
COc1ccc(C)cc1NC(=O)c1cc(S(=O)(=O)N2CCCC2)cn1C | i | i | i | i | i | i | i | i | i | i | i
COC(=O)c1c(NC(=O)Cc2ccccc2)sc2c1C(C(=O)OC)CC2 (configuration not stated) | i | i | i | i | i | i | i | i | i | i | i
Cc1cc(/C=C2/NC(=O)N(Cc3ccccc3F)C2=O)c(C)n1C(C)C | i | i | i | i | i | i | i | i | i | i | i
COc1ccccc1C(=O)NC(C(=O)NCCc1nc2ccccc2[nH]1)=C(C)C | i | i | i | i | i | i | i | i | i | i | i
COCCCNC(=S)Nc1cccc2ncccc12 | i | i | i | i | i | i | i | i | i | i | i
O=S(=O)(c1ccc(S(=O)(=O)N2CCCC2)cc1)N1CCCCC1 | i | i | i | i | i | i | i | i | i | i | nt
Nc1ncnc2c1ncn2[C@@H]1O[C@H](CO)[C@@H](O)[C@H]1O | i | i | i | i | i | 26* | i | i | i | i | i
CN(C)S(=O)(=O)c1ccc(NC(=O)CN2CCN(C(c3ccccc3)c3ccccc3)CC2)cc1 | i | i | i | i | i | i | i | i | i | i | i
CSc1nnc(C)c(/C=C/Nc2ccc(Cl)cc2)n1 | i | i | i | i | i | 45* | i | i | 14* | i | i
CN(C)c1ccc(C(=O)/C=C/c2cccnc2)cc1 | i | i | i | i | i | i | i | i | i | i | i
Cc1nn(-c2ccccc2)c(Cl)c1C(=O)NCCN(C)C | i | i | i | i | i | i | i | i | i | nt | i
O=[N+]([O-])c1ccc(NCc2ccc3c(c2)OCO3)cc1 | i | i | i | i | i | i | i | i | i | i | i
COc1ccc(-c2nc(N3CCC(C)CC3)[nH]c(=O)c2C#N)cc1 | i | i | i | -5.6* | i | i | i | i | i | i | i
CC(=O)Oc1ccc(Cl)cc1/C=C/c1cc(OC(C)=O)c2ccccc2n1 | i | i | i | i | i | i | i | i | i | i | nt
S=C(Nc1ccc(Br)cc1Cl)NN1CCOCC1 | i | i | i | i | i | i | i | i | i | i | i
N/C(=N\OC(=O)c1cccc(Cl)c1)c1cccnc1 | i | i | i | i | i | i | i | i | i | i | i
O=C(Nc1nccs1)c1cc2c(s1)CCCCC2 | i | i | i | i | i | i | i | i | i | i | i
O=C(c1ccc(S(=O)(=O)Cc2ccccc2F)c([N+](=O)[O-])c1)N1CCCC1 | i | i | i | i | i | i | i | i | i | i | i
Cc1ccc(NC(=S)NC2CC3CCC(C2)N3Cc2ccco2)cc1C (configuration not stated) | i | i | i | i | i | i | i | i | i | i | i
Cc1ccc(S(=O)(=O)N2CC3(C)CN(S(=O)(=O)c4ccc(C)cc4)CC(C)(C2)C3)cc1 | i | i | i | i | i | i | i | i | i | i | i
COC(=O)c1ccccc1NC(=O)Nc1ccc(C)cn1 | i | i | i | i | i | i | i | i | i | i | i
c1csc(-c2ccn[nH]2)c1 | i | i | i | i | i | i | i | i | i | i | i
COc1cccc(-c2cc(C(F)(F)F)nc(-n3cncn3)n2)c1 | i | i | i | i | i | i | i | i | i | i | i
O=C(COC(=O)/C=C/c1ccc(F)cc1)Nc1ccc(Cl)cn1 | i | i | i | i | i | i | i | i | i | i | i
O=C(/C=C/c1ccccc1)N1CCN(Cc2nc3ccccc3c(=O)[nH]2)CC1 | i | i | i | i | i | i | i | i | i | i | i
Cc1ccc2c(c1)N(CC(=O)O)C(=O)CO2 | i | i | i | i | i | i | i | i | i | i | i
Cc1ccc(-c2csc3nc[nH]c(=S)c23)cc1C | i | i | i | i | i | i | i | i | i | i | i
CC(=O)c1ccc(N(C(=O)Cn2nnc3ccccc32)C(C(=O)NCc2ccccc2)c2ccccn2)cc1 (configuration not stated) | i | i | i | i | i | i | i | i | i | i | i
CC(C)C[C@H](NC(=O)N1CCn2c1nc1ccccc12)C(=O)N1CCCCC1 | i | i | i | i | i | i | i | i | i | i | i
C=CCNc1sc(C(=O)c2ccc(C)cc2)c(N)c1C#N | i | i | i | i | i | i | i | i | i | i | i
O=C1NC(c2ccccc2)Oc2ccccc21 (configuration not stated) | i | i | i | i | i | i | i | i | i | i | i
O=C(CCc1nnc(CCc2ccccc2)o1)N1CCCC1c1nccs1 (configuration not stated) | i | i | i | i | i | i | i | i | i | i | i
CC(=O)c1cc2ccc(O)cc2oc1=O | i | i | i | i | i | i | i | i | i | i | i
CC(Cn1cncn1)C(=O)N1CCN(S(=O)(=O)c2ccccc2)CC1 (configuration not stated) | i | i | i | i | i | i | i | i | i | i | i
Cc1ccc(C2=NC(C)(C)N=C2SCC(=O)Nc2ccc(Cl)cc2)cc1 | i | i | i | -5.7* | i | i | i | i | i | i | i
Cc1cc2cc(CN(Cc3cccs3)C(c3nnnn3C(C)(C)C)C(C)C)c3nnnn3c2cc1C (configuration not stated) | i | i | i | nt | nt | nt | nt | i | i | i | i
CCc1ccc(CN2CCCC(CNS(=O)(=O)c3ccc(OC)cc3)C2)cc1 (configuration not stated) | i | i | i | i | i | i | i | i | i | i | i
CCC(C(=O)OCC(=O)NC(=O)NC(C)(C)C)c1ccccc1 (configuration not stated) | i | i | i | i | i | i | i | i | i | i | i
COc1ccccc1NC(=O)CSc1nnc(Cn2nnc(-c3ccccc3)n2)n1-c1ccccc1 | i | i | i | i | i | i | i | i | i | i | i
CCC(=O)C1CCCN(C(=O)c2ccc3nc(-c4cccc(OC)c4)oc3c2)C1 (configuration not stated) | i | i | i | i | i | i | i | i | i | i | i
Cc1ccc(CNC(=O)CCCc2ccccc2)cc1 | i | i | i | i | i | i | i | i | i | i | i
Cc1oc(C(C)(C)C)cc1C(=O)Nc1cccc(/C=C\C(=O)O)c1 | i | i | i | i | i | i | i | i | i | i | i
Cc1nc2c(sc(=S)n2Cc2ccco2)c(=O)n1CC(=O)Nc1ccccc1F | i | i | i | i | i | i | i | i | i | i | i
Cc1csc(=O)n1CCC(=O)OCC(=O)c1c(N)n(CC(C)C)c(=O)n(C)c1=O | i | i | i | i | i | i | i | i | i | i | i
CC1=Nc2ccccc2/C1=C/c1sc(=N)n(-c2nccs2)c1O | i | i | i | i | i | 46* | i | i | 36* | i | i
Cc1ccccc1NC(=O)c1ccccc1NC(=O)CCC(=O)O | i | i | i | i | i | i | i | i | i | i | i

Continued.
SMILES | RGS4 block | TRPC4 act | TRPC6 inhibitor | MrgX1 antagonist | ANO1 block | MrgX1 agonist | MrgX1 PAM | TRPC4 potent | TRPC6 activator | TRPC4 inh | TMEM16A act
O=C(CSc1ccc2ccccc2n1)Nc1ccc(N2CCOCC2)cc1 | i | i | i | i | i | i | i | i | i | i | i
Cc1ccc(C)c(S(=O)(=O)N2CCCCC2CCNC(=O)C(=O)NC2CCCC2)c1 (configuration not stated) | i | i | i | i | i | i | i | i | i | i | i
COc1ccc(C(=O)N2CCn3c2nc2ccccc23)cc1 | i | i | i | i | i | i | i | i | i | i | i
COc1cccc(-c2nnc(N)o2)c1 | i | i | i | i | i | i | i | i | i | i | i
O=C(Nc1ccc(OC(F)(F)F)cc1)c1n[nH]c(Cn2cncn2)n1 | i | i | i | i | i | i | i | i | i | i | i
Clc1ccc(-n2ncc3c(NCCN4CCOCC4)ncnc32)cc1 | i | i | i | i | i | i | i | i | i | i | i

Screens: PubChem, Johns Hopkins Ion Channel Center
